Screens (PubChem BioAssay)
HKDC1 inh = HKDC1 hexokinase inhibitors, primary screen, biochemical, fluorescence, uHTS; Q2TB90; recombinant HKDC1, G6PDH/diaphorase resazurin coupled fluorescence; inhibition, % at 20 µM; actives 0.16% (n = 340,000);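 active means inhibition above about 35% when tested at 20 µM, limit read from the data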;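 further: plate controls were DMSO wells with enzyme for no effect and DMSO wells lacking enzyme for full effect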
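Test system: recombinant HKDC1 (HK5) hexokinase enzyme, produced in-house / Doses: 20 µM test compound, 1% DMSO / Timing: 90 min, room temperature / Detection: G6PDH/diaphorase-coupled fluorescence, 1 mM NADP, 100 µM resazurin, 525/613 nm / Control set: DMSO wells with and without enzyme mix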
SENP7 block = SENP7 protease inhibitors, primary screen, biochemical, luminescence, uHTS; Sentrin-specific protease 7 (Homo sapiens), Q9BQF6; recombinant SENP7, Z-RLRGG-aminoluciferin luminescence, 40 min; inhibition, % at 5 µM; actives 1.5% (n = 330,000); AID 434973, 2010;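 active means inhibition above about 50% at the single test dose, limit read from the data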;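 further: plate controls were DMSO with enzyme for no effect and no enzyme buffer wells for full effect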
Target sequence (Q9BQF6 706-1050 limits assumed): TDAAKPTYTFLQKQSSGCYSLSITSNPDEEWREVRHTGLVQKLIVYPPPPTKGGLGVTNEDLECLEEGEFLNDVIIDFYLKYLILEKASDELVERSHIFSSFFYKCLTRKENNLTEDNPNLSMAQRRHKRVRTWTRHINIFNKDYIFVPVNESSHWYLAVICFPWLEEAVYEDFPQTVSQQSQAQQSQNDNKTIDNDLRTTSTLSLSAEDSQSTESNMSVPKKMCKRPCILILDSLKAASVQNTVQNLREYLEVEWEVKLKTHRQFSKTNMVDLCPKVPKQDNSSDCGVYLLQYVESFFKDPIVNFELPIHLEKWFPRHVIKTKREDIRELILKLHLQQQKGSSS
MIN6 prolif = inducers of MIN6 beta-cell proliferation, primary screen, ATP luminescence, uHTS | actives 0.29% (n = 330,000) | MIN6 cells proliferation, ATPlite luminescence, 48 h; cells starved in 0.2% serum; 100% = growth in 10% serum | proliferation, % at 10 µM;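 active means compounds whose signal lies at least 3.5 SD above the mean of all wells on their plate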;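 further: 0% = DMSO-treated cells in low-serum medium and 100% = 10% serum control; some compounds called inactive have numbers as strong as hits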
SENP6 block = SENP6 protease inhibitors, primary screen, biochemical, luminescence, uHTS; AID 2599, 2010; Recombinant SENP6 catalytic domain, aminoluciferin luminescence; actives 1.8% (n = 330,000); inhibition, % at 10 µM;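 active means inhibition above about 50% at the single tested dose, limit read from the data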;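 further: plate controls were DMSO wells with enzyme for no effect and DMSO wells lacking enzyme for full effect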
Target sequence (Q9GZR1 628-1112 limits assumed): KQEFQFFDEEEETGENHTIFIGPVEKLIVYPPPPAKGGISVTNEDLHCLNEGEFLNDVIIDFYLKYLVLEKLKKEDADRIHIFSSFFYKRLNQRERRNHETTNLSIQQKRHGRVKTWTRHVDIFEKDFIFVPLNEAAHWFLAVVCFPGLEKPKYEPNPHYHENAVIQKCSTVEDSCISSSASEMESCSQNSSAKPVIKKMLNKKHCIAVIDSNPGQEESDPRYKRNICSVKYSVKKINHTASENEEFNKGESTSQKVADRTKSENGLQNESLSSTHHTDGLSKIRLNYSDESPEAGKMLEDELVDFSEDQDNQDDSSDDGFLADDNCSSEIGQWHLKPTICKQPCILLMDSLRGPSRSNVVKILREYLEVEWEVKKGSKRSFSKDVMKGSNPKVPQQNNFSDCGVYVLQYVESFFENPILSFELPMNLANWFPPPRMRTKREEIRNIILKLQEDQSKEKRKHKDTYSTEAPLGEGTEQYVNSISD
SENP1 FRET inh = human SENP1 catalytic domain inhibitors, primary screen, biochemical, FRET, uHTS. actives 0.21% (n = 360,000). recombinant SENP1 catalytic domain, CyPet-SUMO1-YPet FRET cleavage. inhibition, % at 10 µM. Sentrin-specific protease 1 (Homo sapiens), Q9P0U3;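 active means inhibition at least 30% at 10 µM, raw YFP signal under a set limit, fluorescence ratio 0.5 to 1.5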;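 further: 0% = enzyme with DMSO and 100% = no enzyme wells; some results filed as inactive read as strong as hits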
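Material: hSENP1 catalytic domain, recombinant; medium: Tris pH 8 with BME, BSA, NP40 and catalase; compound: single concentration of 10 µM compound, 0.5% DMSO final; technique: FRET read of cyan and yellow fluorescence; timing: 50 min enzyme reaction, room temperature, light-protected; reagent: SFCypet-SUMO1-SFYpet substrate at 25 nM; control set: no-enzyme low, enzyme-DMSO high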
PfGluPho inh = PfG6PD enzyme inhibitors, primary screen, biochemical, fluorescence intensity, uHTS | glucose-6-phosphate dehydrogenase-6-phosphogluconolactonase (Plasmodium falciparum 3D7) | PfGluPho enzyme, NADPH resazurin-diaphorase fluorescence | inhibition, % at 20 µM | actives 0.78% (n = 350,000) | AID 504690, 2011;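 active means inhibition reaching at least a set limit at 20 µM in the primary screen, cut at about 59% in these data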;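 further: 0% = DMSO wells with substrate and 100% = DMSO wells lacking glucose-6-phosphate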
SENP8 block-1 = SENP8 protease inhibitors, primary screen, biochemical, luminescence; AID 2540, 2010; purified SENP8, Z-RLRGG-aminoluciferin cleavage; Sentrin-specific protease 8 (Homo sapiens), Q96LD8; actives 1.2% (n = 330,000); inhibition, % at 10 µM; in the data active means inhibition above about 50%
SENP8 block-2 = human SENP8 protease inhibitors, primary screen, biochemical, fluorescence, Nedd8 protein substrate, uHTS | recombinant SENP8 | inhibition, % at 20 µM | actives 0.64% (n = 360,000) | AID 602440, 2012; in the data active means inhibition mostly above about 40%, no sharp cut-off; inactive means mostly below about 27%
UBC13 inh = UBC13 polyubiquitin chain formation inhibitors, primary screen, biochemical, TR-FRET, uHTS. inhibition, % at 20 µM. actives 0.47% (n = 330,000). AID 485273, 2010; in the data active means inhibition above about 45%, passing the limit was not always enough
Target sequence (P61088 whole entry, looked up): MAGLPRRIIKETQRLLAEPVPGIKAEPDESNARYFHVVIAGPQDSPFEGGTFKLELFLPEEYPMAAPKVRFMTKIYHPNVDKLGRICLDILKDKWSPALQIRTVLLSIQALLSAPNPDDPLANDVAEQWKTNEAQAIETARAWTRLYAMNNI
Numbers without * were called inactive; . = not tested or not shown.

SMILES | HKDC1 inh | SENP7 block | MIN6 prolif | SENP6 block | SENP1 FRET inh | PfGluPho inh | SENP8 block-1 | SENP8 block-2 | UBC13 inh
Clc1ccc2[nH]c3c(c2c1)CCc1cn[nH]c1-3 | -5 | 1 | -5 | 8 | 0 | 17 | -6 | -280 | 38
CC(=O)c1c(C)[nH]c(C(=O)NCC2CCCCC2)c1C | 2 | 1 | 0 | -12 | -1 | -11 | -1 | 21 | 6
CC1=CC=CC2=NC(=O)CC(C)(C(=O)N(CC(=O)NC3CCCC3)c3ccc(F)cc3)N12 (stereo not drawn) | -1 | -9 | -2 | -4 | 0 | -4 | 1 | -299 | 15
N#C/C(=C\c1ccc(-c2ccc(C(=O)O)cc2)o1)c1nc2ccccc2[nH]1 | 7 | . | . | . | -30 | -9 | . | -81 | .
CCCCN(C(=O)c1cccc(S(=O)(=O)N2CCN(C)CC2)c1)c1c(N)n(CCC)c(=O)[nH]c1=O | -2 | -4 | 1 | 0 | -2 | -5 | 6 | -3 | 2
Cc1cc(C)c(C(=O)CSc2nnc(-c3cccnc3)n2C)c(C)c1 | -6 | -10 | 2 | -11 | 2 | -1 | -4 | 7 | -2
CCOc1ccc(CNC(=O)CCS(=O)(=O)Cc2ccc(C)cc2)cc1OC | -4 | 0 | -4 | -32 | 0 | -7 | -10 | 12 | -16
CNc1cccccc1=S | 18 | 7 | -1 | 3 | -13 | 65* | 5 | 62* | -14
CC(=O)C1=C(O)C(=O)N(CC#N)C1c1cccs1 (stereo not drawn) | -1 | -4 | -2 | -21 | 2 | -1 | -10 | 13 | -10
Cn1c(SCC(=O)c2ccccc2)nnc1-c1cccnc1 | -8 | 5 | -1 | 9 | 1 | -1 | -2 | 32 | 1
COc1cccc(NC(=O)COC(=O)CCC2CCCC2)c1 | -2 | -10 | -4 | 4 | 3 | 17 | -9 | 8 | 29
Clc1ccc(OCCSc2nnnn2C2CCCCC2)cc1 | 6 | -6 | -2 | -35 | 1 | 0 | -14 | 23 | 0
CSc1ncnc2[nH]ccc12 | -2 | . | . | . | 0 | 6 | . | -8 | .
O=c1[nH]c2ccccc2cc1CN(c1ccccc1)S(=O)(=O)c1ccccc1 | -6 | 6 | 0 | -12 | 1 | -12 | 0 | -6 | 16
Cn1c(=O)c2c(ncn2CC(=O)N2CCCCCC2)n(C)c1=O | 3 | 0 | -5 | -17 | 1 | 1 | -11 | 17 | -9
CC(=NCc1ccco1)C1=C(O)c2ccccc2C1=O | 9 | 4 | -3 | 19 | 0 | -7 | -1 | -4 | 1
C=CCn1c(SCC(=O)NC2CC2)nnc1-c1ccccn1 | -4 | 4 | 2 | 5 | 4 | -6 | 0 | 2 | -7
Cc1cccc(N2CCN(C(=S)c3ccc([N+](=O)[O-])cc3)CC2)c1 | -2 | -4 | -4 | -11 | -1 | 46 | -1 | 18 | 6
Cc1noc(C)c1S(=O)(=O)N(CC(=O)NC1CCCC1)c1ccc(C(C)C)cc1 | 0 | -11 | -1 | 1 | 1 | -2 | -6 | 2 | -1
CNC(=O)CSc1nc2ccccc2c(=O)n1C1CCCCC1 | -6 | -1 | -4 | -5 | 2 | 8 | 0 | 6 | -3
O=C(CN1CCOc2ccccc21)NCc1ccc(Cl)cc1 | 0 | 7 | 0 | 1 | -6 | 13 | -15 | -9 | 2
Cc1cc(C)cc(C(=O)NCC(=O)OCC(=O)N(C)c2ccccc2)c1 | -4 | 8 | 2 | 15 | 3 | -1 | 2 | 15 | -4
c1csc(-c2cnc3ccccc3n2)c1 | 5 | 59* | 1 | 67* | -23 | -5 | 31 | -282 | 33
CC1(C)NC(=O)N(CCOCCOc2cccc(Oc3ccccc3)c2)C1=O | 3 | 0 | -1 | 7 | 1 | -21 | 8 | 15 | 1
COCCNC(=S)NNC(=O)c1cc(C2CC2)nc2ccccc12 | -6 | -5 | -1 | 5 | 2 | -3 | 11 | -54 | 2
C#CCNC(=O)C1=C[C@@H](c2ccccc2)[C@H](CCCO)[C@@H](OCC)O1 | -6 | 1 | 0 | -8 | -1 | -7 | 9 | 19 | 1
CCN(CC)S(=O)(=O)c1cc(NC(=O)COC(=O)CCc2nc3ccccc3s2)ccc1C | -10 | -3 | 2 | -22 | 0 | -5 | -2 | 14 | 10
O=[N+]([O-])c1ccc(OCCCCCN2CCOCC2)cc1 | -2 | -2 | 0 | -8 | 1 | 8 | 6 | 26 | 4
C/C(=N\NC(=O)Cc1ccc(F)cc1)c1ccc(O)cc1 | -12 | -13 | -3 | -1 | 1 | -3 | -10 | 5 | -6
COc1ccc(S(=O)(=O)NCCc2c[nH]c3ccc(C)cc23)cc1 | 3 | 1 | 5 | -1 | -1 | 0 | 5 | 14 | 4

Rewritten with values under each structure: part of the list above.
Screens in order – HKDC1 inh	SENP7 block	MIN6 prolif	SENP6 block	SENP1 FRET inh	PfGluPho inh	SENP8 block-1	SENP8 block-2	UBC13 inh
c1csc(-c2cnc3ccccc3n2)c1
→ 5	59*	1	67*	-23	-5	31	-282	33
CC1(C)NC(=O)N(CCOCCOc2cccc(Oc3ccccc3)c2)C1=O
→ 3	0	-1	7	1	-21	8	15	1
COCCNC(=S)NNC(=O)c1cc(C2CC2)nc2ccccc12
→ -6	-5	-1	5	2	-3	11	-54	2

Additional results.
SMILES | HKDC1 inh | SENP7 block | MIN6 prolif | SENP6 block | SENP1 FRET inh | PfGluPho inh | SENP8 block-1 | SENP8 block-2 | UBC13 inh
COc1cccc(/C=C/C(=O)OCC(=O)NCCc2ccccc2)c1 | -7 | -1 | 0 | -4 | -1 | -4 | 1 | -276 | 8
O=C(CCc1nc2ccccc2s1)Nc1cccnc1 | -2 | 7 | -2 | 5 | -11 | 48 | 3 | -11 | 3
O=c1c(Cc2ccccc2)c(O)ccn1Cc1ccco1 | -2 | 13 | 0 | 2 | 4 | 12 | -6 | 14 | 2
CCN1C(=O)CC(N2CCC(C(=O)OC)CC2)C1=O (stereo not drawn) | -4 | -12 | 0 | 0 | -1 | 7 | -7 | 6 | -11
CCN1CCN(c2nc(-c3ccncc3)nc3ccccc23)CC1 | . | 7 | 4 | 4 | . | . | -1 | . | -5
C=CCn1cc(C(=O)NCCOC)c(=O)c2cc(S(=O)(=O)N(CC)CC)ccc21 | -6 | 7 | 0 | -8 | 1 | -2 | 1 | 4 | -5
OC(COc1c(F)cc(Br)cc1F)CN1CCN(c2ccc(F)cc2)CC1 (stereo not drawn) | 0 | 2 | -1 | 10 | 1 | 11 | 5 | 22 | 7
COc1ccc(NC(=O)C2CCCN(S(=O)(=O)c3ccc4c(c3)oc(=O)n4C)C2)cc1OC (stereo not drawn) | -1 | 3 | -3 | 3 | 2 | -9 | 11 | 6 | 6
CCOc1ccc(CCNC(=O)C(CCC(N)=O)NC(=O)OCc2ccccc2)cc1OCC (stereo not drawn) | 0 | -4 | -1 | 9 | 1 | -3 | 1 | 1 | 12
COc1cc(Cl)c(C)cc1NC(=O)CSc1cc(Cl)ccc1Cl | 0 | -6 | -5 | 4 | -3 | 19 | -3 | -4 | -21
C[C@H](NC(=O)c1ccco1)C(=O)Nc1cc(S(=O)(=O)N2CCCC2)ccc1OCC(F)(F)F | 1 | 3 | 3 | -13 | 2 | 4 | -3 | -6 | 2
CC(C)(C)C(=O)NCCCc1nc2ccccc2n1CCCOc1ccc(Cl)cc1 | -6 | 6 | -2 | -14 | 1 | 7 | -2 | 41* | 5
CCN(CC)CC#Cc1ccc(C)cc1 | -6 | 4 | -1 | -12 | 2 | 6 | 1 | 24 | 3
CCn1c(-c2cc(-c3ccc(C)c(C)c3)nc3ccccc23)n[nH]c1=S | . | 9 | -3 | 10 | . | . | -2 | . | -6
O=C(Nc1ccc(F)cc1)N1CCN(c2ccc(F)cc2)CC1 | -5 | -7 | -1 | -18 | 1 | 4 | -11 | 2 | -2
COc1ccccc1CNC(=O)COC(=O)Cc1cccs1 | -4 | -11 | -1 | -14 | 1 | -3 | -7 | 7 | -18
COc1ccc(NC(=S)Nc2cccc3ccccc23)cc1OC | -7 | 63* | -6 | 88* | -23 | 21 | 77* | -376 | -42
Cc1occc1C(=O)N/N=C/c1ccc(N(C)C)cc1 | -5 | 98* | -3 | 96* | -6 | 2 | 96* | -450 | -6
O=C(CN1c2ccccc2S(=O)(=O)c2ccccc21)NCc1ccc(F)cc1 | -3 | -13 | -2 | 14 | -2 | 13 | 4 | -4 | -5
CC1(C)C(=O)Nc2ccccc2N1C(=O)c1ccc([N+](=O)[O-])cc1 | -3 | -4 | 0 | 3 | 3 | -22 | -9 | 25 | -10
CON(C)S(=O)(=O)c1cccc(C(=O)N(CC(=O)Nc2ccccc2C(F)(F)F)Cc2ccco2)c1 | -5 | -6 | 1 | -13 | -1 | 2 | -20 | 2 | -6
O=C(Nc1ccc(F)cc1F)N1CCC(c2nc3ccccc3o2)CC1 | -4 | -4 | -4 | -34 | 2 | 2 | 1 | 15 | 7
COc1ccc(O)c(C(=O)c2cc(C#N)c(=O)n(-c3c(C)n(C)n(-c4ccccc4)c3=O)c2)c1 | -1 | -3 | -1 | -6 | 41 | 5 | -4 | -6 | -20
COC(=O)CCc1c(C)[nH]c(C(=O)OCc2ccccc2)c1C | -4 | 1 | 3 | -12 | -2 | 11 | 0 | -3 | 7
O=C(CSc1n[nH]c(=O)[nH]c1=O)Nc1cccc(S(=O)(=O)N2CCOCC2)c1 | 12 | -7 | 2 | -33 | 0 | -11 | -8 | 1 | -7
Cc1cc(=O)oc2c3c(cc(OCC(=O)N[C@@H](Cc4ccccc4)C(=O)O)c12)OC(C)(C)CC3 | 15 | -10 | 4 | -8 | -1 | -9 | -9 | 6 | -1
COc1ccc(/C=N/NC(=O)CSc2nnc(CCCc3ccc(OC)c(C)c3)o2)cc1 | -11 | 1 | -1 | -4 | -1 | -4 | -7 | 38 | 0
O=C(O)c1ccc(-n2nnnc2SCc2cccc(Br)c2)cc1 | -4 | 1 | -1 | 18 | 3 | -27 | 3 | 14 | -1
COc1ccc(-c2nc(=S)n3ccsc3n2)cc1OC | 2 | 1 | 6 | 33 | 0 | -12 | -1 | -236 | 18
Cc1cccc(/C=N/NC(=O)c2cc(C3CC3)nc3ccccc23)n1 | -1 | 0 | 0 | 8 | 1 | 5 | 0 | -11 | 5
Cc1ccc(C)c(N2CCN(c3ccc(N4C(=O)COCC4=O)cc3[N+](=O)[O-])CC2)c1 | 0 | -12 | -3 | -16 | 3 | -7 | -10 | 16 | -19
c1ccc(-c2nc(-c3ccco3)n3ccccc23)cc1 | -3 | 6 | -2 | -4 | -19 | 22 | 1 | -161 | 10
COc1ccccc1CNCC(=O)Nc1cc(S(=O)(=O)N2CCCCCC2)ccc1Cl | 3 | 5 | -3 | -21 | 1 | 4 | -3 | 32 | 8
CCN(C(=O)CN1C(=O)c2ccccc2S1(=O)=O)C1CCCCC1 | -4 | -3 | -2 | -12 | 3 | -5 | 2 | 9 | -3
